# Myeloid diff 2 – induction of myeloid progenitor differentiation, primary screen, cell-based, flow cytometry, MLPCN library. AID 624256, 2012. ER-HoxA9 myeloid progenitors, lysozyme-GFP differentiation. actives 1% (n = 360,000). calls only at 10 µM;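 active means normalized GFP-positive differentiation at or above the plate's own cutoff, the solvent-only control mean plus 3 SD; inconclusive means no clear call, values can overlap the other calls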;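 further: cells exposed to compound for four days before flow analysis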
# Myeloid diff 2 GFP+ MAC1+ % – second read-out of Myeloid diff 2, no call of its own (marks repeat the call); GFP+ MAC1+ double positive, %; measured here: differentiation confirmed by MAC1 staining
# The depositor's hits bear a star; i = inactive; ? = inconclusive; . = no result given; + = active, no number.
# Sample of the layout, five compounds:
SMILES,Myeloid diff 2,Myeloid diff 2 GFP+ MAC1+ %
CC(C)NC(=O)C1(C)CCN1CCC(=O)c1ccccc1 (stereo unspecified),i,0.6
CCCCNC(=O)C1(C)CCCCN1C(=O)c1ccc2c(c1)C(C)(C)CCC2(C)C (stereo unspecified),i,1.5
CCCCCCSc1ccc(-c2nc3ccc(C)cn3c2NCCCC)cc1OC,i,1.4
COCCNC(=O)C1(C)CCCN(C(=O)c2ccc(OC)c(OC)c2)C1 (stereo unspecified),i,0.7
O=C(CC[C@H]1O[C@@H](n2cnc3c(NC(=O)c4ccccc4)ncnc32)[C@H](O)[C@@H]1O)NCc1cccc2ccccc12,i,0.2

# Main list, from the start:
SMILES,Myeloid diff 2,Myeloid diff 2 GFP+ MAC1+ %
CC(C)NC(=O)C1(C)CCN1CCC(=O)c1ccccc1 (stereo unspecified),i,0.6
CCCCNC(=O)C1(C)CCCCN1C(=O)c1ccc2c(c1)C(C)(C)CCC2(C)C (stereo unspecified),i,1.5
CCCCCCSc1ccc(-c2nc3ccc(C)cn3c2NCCCC)cc1OC,i,1.4
COCCNC(=O)C1(C)CCCN(C(=O)c2ccc(OC)c(OC)c2)C1 (stereo unspecified),i,0.7
O=C(CC[C@H]1O[C@@H](n2cnc3c(NC(=O)c4ccccc4)ncnc32)[C@H](O)[C@@H]1O)NCc1cccc2ccccc12,i,0.2
O=C(Nc1ccccc1)c1cc(C2CCCCN2C(=O)OCc2ccccc2)on1 (stereo unspecified),i,0.8
CC(C)CN1CCC1(C)C(=O)Nc1cccc(C#N)c1 (stereo unspecified),i,1.4
C[C@H](O)[C@@H]1CN2CCc3c([nH]c4ccccc34)[C@@H]2C[C@@H]1N(C)C(=O)OCc1ccccc1,i,1.0
CCCc1nc2ccc(C)cn2c1Cc1ccc(C)cc1,i,0.2
COc1ccc(OCCN2CCC(C(=O)NC(c3ccc(F)cc3)c3ccc4ccccc4n3)CC2)cc1 (stereo unspecified),i,1.4
O=C(NCc1ccco1)C1C(=O)Nc2ccccc2C(=O)N1C1CCCCC1 (stereo unspecified),i,0.7
COc1cc(-c2c(CCO)sc3ccccc23)cc(OC)c1OC,+,3.1*
CC(C)c1ccc(CC(=O)N2CCC2(C)C(=O)NS(=O)(=O)c2ccc(C(C)(C)C)cc2)cc1 (stereo unspecified),i,0.7
O=C(NCc1ccccc1)c1cnc(Cc2c[nH]c3ccccc23)c(I)c1,i,1.8
Cc1ccc(NC(=O)c2ccc(-c3cc(Cl)ccc3Cl)o2)c(C)c1,i,0.2
CN(CCO)c1ccc(C=NNc2ccc([N+](=O)[O-])cc2S(=O)(=O)Nc2ccccc2C(=O)O)cc1,i,0.6
CCCNC(=O)C1(C)CCN(C(=O)c2cc(F)cc(F)c2)C1 (stereo unspecified),i,0.8
CCOc1cc(OCC)cc(C(=O)N2CCC[C@H]2C(=O)N2CCC[C@H]2C(=O)NCc2ccncc2)c1,i,2.0
CSc1ccc(-c2cc3c(c4c2ccn4C)C2CCC3O2)cc1 (stereo unspecified),i,0.8
COCOc1cccc(CN2CCC2(C)C(=O)NCCNC(C)=O)c1 (stereo unspecified),i,0.6
CCOC1=C2CN(S(=O)(=O)c3ccc(C)cc3)[C@H](c3cccs3)C[C@H]2n2c(=O)n(-c3ccccc3)c(=O)n2C1,i,0.6
C=CCNc1ncnc2c1ncn2[C@H]1CN(Cc2cccs2)C[C@@H](CO)O1,i,1.1
O=C(Nc1ccc(Oc2ccccc2)cc1)c1csc([C@@H]2O[C@H](CO)[C@@H](O)[C@H]2O)n1,i,0.9
CC1(C(=O)Nc2ccccc2)Cc2c(-c3ccc4c(c3)OCO4)ccnc2O1 (stereo unspecified),i,0.7
CCCCN(C=O)c1c(CC)nc2c(OCC3CCCCC3)cccn12,i,1.2
CC1(C(=O)NS(=O)(=O)c2ccccc2Cl)CCN1C(=O)CCC1CCCC1 (stereo unspecified),i,1.2
CC(C)C[C@H]1CN(CCCC[C@H]2CNC(=O)C(=O)N2CCc2ccccc2)C(=O)C(=O)N1CCc1ccc(O)cc1,i,1.0
CCc1nc2c(OCC3CCCCC3)cccn2c1N(C)C(=O)c1ccccc1F,i,0.9
COc1cccc(C=NN(C)c2c([N+](=O)[O-])cc(C(F)(F)F)cc2[N+](=O)[O-])c1O,i,1.8
CC(C)C(=O)N1CCC1(C)C(=O)Nc1ccc2cn[nH]c2c1 (stereo unspecified),i,0.6
Cc1cc(C(=O)N2CCCC(C)(C(=O)NS(=O)(=O)C3CC3)C2)nn1C(C)(C)C (stereo unspecified),i,0.3
CN(C)C(=O)c1cccc(-c2cnc3c(NC=O)cc(-c4ccccc4N(C)C)cn23)c1,+,17.6*
CCOC(=O)C1=NOC2(C1)C(=O)Nc1ccc(OC(F)(F)F)cc12 (stereo unspecified),i,1.1
CCc1nc2c(OCc3ccc(Cl)cc3)cccn2c1N(C=O)Cc1ccccc1,i,0.9
CC(C)C[C@H]1COc2cccc(N3CCC[C@@H]3CO)c2S(=O)(=O)N1,i,1.4
O=C(COc1ccc(Br)cc1)NN1C(=O)c2ccccc2C1=O,i,0.8
CN(C)CCN(C)C1CN(Cc2ccc(F)cc2)S(=O)(=O)C1 (stereo unspecified),i,0.9
Cc1cccn(Cc2c(Cl)cccc2Cl)c1=O,i,1.0
CCCS(=O)(=O)NC(=O)C1(C)CCN(C(=O)c2ccccc2C(F)(F)F)C1 (stereo unspecified),i,0.3
NC(Cc1ccccc1)c1csc(NC(=O)Nc2ccccc2Oc2ccccc2)n1 (stereo unspecified),+,0.5*
Cc1cc2nc(C(C)(C)C)c(Cc3ccccc3C(F)(F)F)n2c(C)c1Br,i,0.9
CCCNC(=O)c1cc(C2CCCCN2C(=O)c2ccc(OC)cc2)on1 (stereo unspecified),i,1.9
COc1ccccc1CCn1cnc(C)c1CC(C)C,i,1.2
CC1CCCCN1Cc1nc2c(c(=O)n(C)c(=O)n2C)n1CCCc1ccccc1 (stereo unspecified),i,0.0
CCOC(=O)C1(C)CCCCN1C(=O)c1ccco1 (stereo unspecified),i,1.5
CC(=O)c1ccc(OC2(C)CCN(Cc3ccc4ccccc4c3)C2)cc1 (stereo unspecified),i,0.8
Cc1ccccc1CN1C(=O)CN(S(C)(=O)=O)CC1(C)C(=O)Nc1ccc2c(c1)OCCO2 (stereo unspecified),i,5.2
Cc1ccc(-c2nc3c(Cl)cc(C(F)(F)F)cn3c2Cc2cccc(F)c2)cc1,i,1.0

# Single values from the list:
# CCOC(=O)C1(C)CCCCN1C(=O)c1ccco1 (stereo unspecified) in Myeloid diff 2 GFP+ MAC1+ %: 1.5
# Cc1ccc(-c2nc3c(Cl)cc(C(F)(F)F)cn3c2Cc2cccc(F)c2)cc1 in Myeloid diff 2 GFP+ MAC1+ %: 1.0

# Part of the list above in order of number of heavy atoms, high to low.
SMILES,Myeloid diff 2,Myeloid diff 2 GFP+ MAC1+ %
CC1CCCCN1Cc1nc2c(c(=O)n(C)c(=O)n2C)n1CCCc1ccccc1 (stereo unspecified),i,0.0
CC(=O)c1ccc(OC2(C)CCN(Cc3ccc4ccccc4c3)C2)cc1 (stereo unspecified),i,0.8
COc1ccccc1CCn1cnc(C)c1CC(C)C,i,1.2

# (more compounds)
SMILES,Myeloid diff 2,Myeloid diff 2 GFP+ MAC1+ %
CCc1ccccc1Oc1nc(NCCOC)nc2cc(-c3ccccc3)sc12,i,1.1
O=C(Nc1ccc(F)cc1)Nc1cccc(Br)c1,i,0.2
CCc1nc2ccc(C(=O)Nc3cc(-c4ccccc4)ccc3OC)cn2c1N(CC)CCN(C)C,i,0.6
NC(=O)/C(=C\c1ccc([N+](=O)[O-])o1)c1ccco1,i,2.4
Cc1ccc(S(=O)(=O)N2[C@H](CC(=O)c3ccccc3)OC[C@@H]2C)cc1,i,1.2
COC(=O)c1ccc2nc(-c3ccc(OC)c(OC)c3)c(Cc3ccc(C)cc3)n2c1,i,1.2
Cc1ccc2nc(-c3ccc(C#N)cc3)c(Cc3ccccc3)n2c1,i,1.0
CCc1nc2c(OCc3cccc(Cl)c3)cccn2c1N(C)C(=O)Nc1ccccc1OC,i,1.3
CCCCCc1c(CC)ncn1CCc1ccccc1OC,?,.
C#Cc1ccc(NC(=O)C2(C)CCN2C(=O)C2(c3ccccc3)CCCC2)cc1 (stereo unspecified),i,0.4
O=[N+]([O-])c1ccc(-c2cn3c(n2)SCC3)cc1,i,0.8
CC(=NNC1=NCCN1)c1cnn(C2=NCCN2)c1C,i,0.4
CCOC(=O)[C@]12CCC=C1N(Cc1cccc3ccccc13)C(=O)[C@H](CC(=O)NCC13CC4CC(CC(C4)C1)C3)C2,i,0.7
Cc1cccc(C)c1N1C(=O)c2ccccc2NC(=O)C1C(=O)NCC(C)C (stereo unspecified),i,1.0
C(=NNC1=NCCN1)c1ccnc2ccccc12,i,0.4
COC(=O)c1cnc(Nc2nc(C(N)Cc3ccc(OC)cc3)cs2)nc1C(F)(F)F (stereo unspecified),i,0.9
CC1(C(=O)Nc2ccc3c(c2)OCCO3)CN(S(C)(=O)=O)CC(=O)N1C1CCCCCC1 (stereo unspecified),i,2.5
Cc1ncc(CO)c(CO)c1OCC(O)CN1CCN(c2ccc(F)cc2)CC1 (stereo unspecified),i,0.9
Cc1noc(C)c1C(=O)N1CCC1(C)C(=O)NS(=O)(=O)c1ccc(F)cc1F (stereo unspecified),i,0.9
CC(C)N1CCC(C)(C(=O)Nc2ccccc2Oc2ccccc2)C1 (stereo unspecified),i,0.8
CCOC(=O)CC1(C)Oc2cc(Cl)ccc2N1S(=O)(=O)c1ccc(C)cc1 (stereo unspecified),i,2.2
CCOC(=O)[C@]12CCC=C1N(Cc1ccco1)C(=O)[C@H](CC(=O)NCc1cccc3ccccc13)C2,i,1.3
COc1ccc(NC(=O)c2sc(=O)n(Cc3ccc(F)c(Cl)c3)c2C)cc1OC,i,4.0
OC(Cc1ccccc1)c1ncc(-c2ccc3ccccc3c2)[nH]1 (stereo unspecified),i,0.5
CC(=O)OC[C@@H]1CN(Cc2ccccc2)C[C@H](n2cnc3c(N4CCCC4)ncnc32)O1,i,0.8
O=C(NCc1ccccc1Cl)[C@H]1CCCN1C(=O)[C@H]1CCCN1C(=O)c1cccs1,i,0.6
Cc1ccc(F)c(S(=O)(=O)NC(=O)C2(C)CCN2C(=O)CCc2ccccc2)c1 (stereo unspecified),i,0.9
CCOC(=O)[C@]12CCCC=C1N(Cc1ccco1)C(=O)[C@H](CC(=O)NCCCCc1ccccc1)C2,i,1.2
CCCCC(=O)N(C)c1c(CC)nc2c(OCC(=O)N3CCOCC3)cccn12,i,1.4
CCCCNC(=O)C1(C)CCN1C(=O)CSc1ccccc1 (stereo unspecified),i,1.2
O=C(Nc1ccc(Oc2ccccc2)cc1)c1csc(COCCO)n1,i,1.0
CC(C)c1cccc(-c2csc(C(O)c3ccc(F)c(F)c3)n2)c1 (stereo unspecified),i,0.3
Cc1nc(C(F)(F)F)ccc1C(=O)N1CCC1(C)C(=O)NS(=O)(=O)c1cccc(Cl)c1 (stereo unspecified),i,0.2
Clc1ccccc1-c1cccc2nccn12,i,1.5
OCCN1CCN(c2ncnc3c2ncn3[C@H]2CN(Cc3ccc4c(c3)OCO4)C[C@@H](CO)O2)CC1,i,1.1
CN(CCc1ccccc1)C(C(=O)c1ccc2c(c1)OCO2)c1nnnn1-c1ccccc1NC(=O)OC(C)(C)C (stereo unspecified),i,2.2

# Pulled one by one from the entries so far:
SMILES,Myeloid diff 2,Myeloid diff 2 GFP+ MAC1+ %
CC(=O)c1ccc(OC2(C)CCN(Cc3ccc4ccccc4c3)C2)cc1 (stereo unspecified),i,0.8
CC(C)c1cccc(-c2csc(C(O)c3ccc(F)c(F)c3)n2)c1 (stereo unspecified),i,0.3

# (list continues)
SMILES,Myeloid diff 2,Myeloid diff 2 GFP+ MAC1+ %
CN(C)c1cccc(NC(=O)c2ccc(-c3ccc(F)c(F)c3)c3ccoc23)c1,i,1.3
C[C@@H]1CCCN1[C@@H]1CS(=O)(=O)N[C@H]1COCc1ccccc1,i,0.6
OCCCNc1ncnc2c1ncn2[C@H]1CN(Cc2ccco2)C[C@@H](CO)O1,i,1.3
COCCNc1nc(NCCOc2ccccc2Cl)c2sccc2n1,i,1.4
COc1ccc(NC(=O)C(c2ccc(C#N)cc2)n2c(=O)c(-c3ccco3)nc3ccccc32)cc1 (stereo unspecified),i,2.8
COc1ccccc1Cn1c(C)c(C(=O)NCc2ccco2)sc1=O,i,3.8
COc1ccc(CNC(=O)c2ccc(-c3cnn(C)c3)c3ccoc23)cc1OC,i,0.4
Cn1c(NCc2ccc3occc3c2)nc2cc(-c3cccc(C(F)(F)F)c3)sc2c1=O,i,0.6
CCNC(=O)C1(C)CCN(C(=O)c2ccc3c(c2)OCO3)C1 (stereo unspecified),i,1.1
CC(=O)/C(=N\Nc1ccccc1)Oc1ccc(Br)cc1,i,0.7
O=C(NC1CCCC1)C(c1ccco1)N1CCN(c2c(Cl)cncc2Cl)CC1 (stereo unspecified),i,1.6
O=C(NCC(F)(F)F)c1cc2c(c(-c3cccc(-c4ccccc4F)c3)n1)[C@H](CCO)N(C(=O)CC1CC1)C2,i,0.9
OC(c1ccccc1)(c1nc(-c2cccc(C(F)(F)F)c2)cs1)C(F)(F)F (stereo unspecified),i,0.6
CCOC(=O)C(C)Oc1cccc2c(=O)n(CC(=O)Nc3ccc(OC)cc3)ccc12 (stereo unspecified),i,0.4
O=C(NCc1ccccc1)C1C(c2ccc3c(c2)OCO3)=Nc2ccccc2N1C(=O)c1ccccc1 (stereo unspecified),i,3.6
Cc1ccc(S(=O)(=O)N2C[C@H]3C(=O)C[C@@H](c4ccccc4F)N(S(=O)(=O)c4ccc(C)cc4)[C@H]3C[C@H]2c2ccccc2)cc1,i,1.3
Clc1ccc2nc(-c3cccc(Br)c3)c(Cc3ccsc3)n2c1,i,0.5
COC(=O)[C@@]12C[C@@H](CC(=O)NCCCN3CCCC3=O)C(=O)N(CCc3ccc(OC)c(OC)c3)C1=CCC(C)(C)C2,i,1.9
Cc1ccc(S(=O)(=O)NC(=O)C2(C)CCN2C(=O)c2cccc(F)c2)nc1 (stereo unspecified),i,1.4
COC(=O)[C@@]1(C(C)C)N=C(c2cc(OC)c(OC)c(OC)c2)[C@]2(O1)C(=O)N(C)c1ccc(Br)cc12,i,1.0

# Source: PubChem

# A portion of the library; rates above refer to the full screens.
